# RAD54 inh: blocks human RAD54 Holliday junction branch migration; FAM/BHQ fluorescence; actives 0.14% (n = 360,000); inhibition, % at 10.4 µM;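 active means mean normalized replicate activity at least 40 and at least half of replicates scoring 40 or more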;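 further: 0% = median of neutral control wells and 100% = median of positive control wells; inhibitors cause a drop in the FAM fluorescence signal; in these data hits start at about 50%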
# Target sequence (Q92698 whole entry, looked up): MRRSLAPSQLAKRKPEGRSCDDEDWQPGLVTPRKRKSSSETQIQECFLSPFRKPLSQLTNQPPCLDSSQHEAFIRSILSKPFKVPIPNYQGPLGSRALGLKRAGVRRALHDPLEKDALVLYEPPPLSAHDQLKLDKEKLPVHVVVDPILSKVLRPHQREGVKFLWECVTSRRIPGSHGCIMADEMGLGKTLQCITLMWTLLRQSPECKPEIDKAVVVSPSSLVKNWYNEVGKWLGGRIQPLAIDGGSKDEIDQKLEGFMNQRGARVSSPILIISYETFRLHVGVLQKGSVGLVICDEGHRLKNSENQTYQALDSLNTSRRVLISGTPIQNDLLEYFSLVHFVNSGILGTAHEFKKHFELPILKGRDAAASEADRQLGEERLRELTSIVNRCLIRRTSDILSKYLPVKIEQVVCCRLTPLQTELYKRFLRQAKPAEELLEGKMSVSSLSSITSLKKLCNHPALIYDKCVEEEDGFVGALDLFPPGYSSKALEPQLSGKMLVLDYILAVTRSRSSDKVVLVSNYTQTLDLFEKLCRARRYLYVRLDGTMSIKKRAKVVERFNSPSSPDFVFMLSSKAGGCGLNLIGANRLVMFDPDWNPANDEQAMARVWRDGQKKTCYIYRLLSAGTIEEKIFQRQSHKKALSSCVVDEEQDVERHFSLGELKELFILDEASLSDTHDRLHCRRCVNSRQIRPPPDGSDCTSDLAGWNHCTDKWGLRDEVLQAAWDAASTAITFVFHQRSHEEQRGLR
# PglD DTNB: inhibitors of Campylobacter jejuni PglD acetyltransferase; purified PglD enzyme, DTNB colorimetric CoA detection; actives 0.098% (n = 360,000); inhibition, % at 12.5 µM; in the data active means inhibition above about 16%, passing the limit was not always enough; further: strong numbers were not always called active
# ERAP1 HTS inh: ERAP1 (human) enzyme inhibition. recombinant ERAP1, Leu-AMC fluorescence, 60 min. inhibition, % at 10.7 µM. AID 652197. actives 0.15% (n = 340,000). Q9NZ08;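 active means mean replicate inhibition of at least 30%, or all replicates individually reaching that 30% level; inactive means mean below 30% and not every replicate reaching it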;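 further: 0% = neutral control wells and 100% = L-leucinethiol positive control wells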
# PGC1a acetyl inh: PGC1a acetylation modulation, inhibitor mode; U2OS PGC1a acetylation, AlphaScreen anti-acetyl-lysine; with virally co-expressed GCN5 acetyltransferase; inhibition, % at 15.6 µM; actives 0.17% (n = 350,000); AID 651687;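 active means every replicate shows inhibition of at least 40%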;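 further: 0% = neutral control wells and 100% = positive control wells; some results beyond the cut were filed as inactive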
# Cneo AK release: Cryptococcus neoformans lysis via adenylate kinase release. C. neoformans lysis, adenylate kinase release luminescence, 4 h; normalised: neutral wells 0, clomiphene wells 100. lysis activity, % at 15 µM. actives 0.2% (n = 360,000). AID 651654;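 active means mean lysis activity across replicates of at least 80%, whatever share of replicates individually reach that level; inactive means mean lysis activity below 80%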
#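 Signal: Adenylate kinase release luminescence | Assay system: Log-phase Cryptococcus neoformans yeast cells | Input: Cells at 5 × 10^6 per mL | Buffer or medium: Fresh YPD growth medium | Compound: Single dose | Schedule: Static 4 h at 37 °C with compound, 1 h detection | Controls: Clomiphene | Read-out: Luminescence rise reflecting yeast cell lysis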
# E-sel inducer: E-selectin induction on HUVECs; P16581; HUVEC E-selectin immunofluorescence imaging; normalized: neutral wells 0, TNF-alpha wells 100; activation, % at 7.58 µM; actives 0.37% (n = 260,000); AID 686992;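 active means mean E-selectin-positive cell signal at least 10% of the positive control, reached in at least 60% of replicates, without over 20% cell loss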;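 further: in these data hits start at about 27%; measured in HUVEC primary endothelial cells; signal is the percent of cells scored E-selectin positive by PE staining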
#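 System: HUVEC / Compound: single concentration / Signal: immunofluorescence imaging / Read-out: percent E-selectin-positive cells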
# miR122 inh: miR-122 inhibition in Huh7 cells. activation (reporter increase), % at 12.5 µM. actives 0.3% (n = 340,000). Huh7 miR-122 Renilla luciferase sensor, 48 h; neutral wells = 0, positive control = 100. AID 602342;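 active means mean replicate activation score at least 90 and every replicate individually at or above 90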;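 further: higher luciferase means less miR-122 activity so hits act as miR-122 inhibitors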
# RAD52 anneal inh: inhibitors of human RAD52 DNA annealing | P43351 | inhibition, % at 18.7 µM | recombinant RAD52 DNA annealing, FRET fluorescence | actives 0.46% (n = 360,000);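 active means every replicate showing at least 50% inhibition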
# * hit, by the source's call; · = not tested or not shown; [ ] = dose if it differs, or a comment.
# Letter code: A = RAD54 inh; B = PglD DTNB; C = ERAP1 HTS inh; D = PGC1a acetyl inh; E = Cneo AK release; F = E-sel inducer; G = miR122 inh; H = RAD52 anneal inh
> COc1ccc(NS(=O)(=O)c2ccc(NC(=S)NC(=O)c3cccnc3)cc2)nn1
  A: · | B: · | C: -2 | D: -2 | E: · | F: · | G: 15 | H: -11

> CN(CC(=O)Nc1ccccc1C(=O)NC1CC1)Cc1ccc(N(C)C)cc1
  A: -14 | B: -3 | C: -3 | D: -6 | E: 0 | F: -0.1 | G: -3 | H: -5

> CS(=O)(=O)c1ccc2nc(NC(=O)c3ccc(NS(=O)(=O)c4ccc(F)c(F)c4)cc3)sc2c1
  A: 7 | B: -3 | C: 3 | D: 4 | E: -5 | F: · | G: 31 | H: -14

> Cc1cc(C)c(-c2csc(NC(=O)C3=COCCO3)n2)c(C)c1
  A: 2 | B: 4 | C: -1 | D: -18 | E: · | F: -0.1 | G: -10 | H: -26

> CC1CCCN(C(=O)c2sc3cc([N+](=O)[O-])ccc3c2Cl)C1 (configuration not stated)
  A: 1 | B: 3 | C: · | D: -9 | E: -5 | F: · | G: -3 | H: ·

> COc1ccc(CCNC(=S)NC(=O)c2cccc([N+](=O)[O-])c2)cc1OC
  A: 3 | B: 0 | C: -1 | D: -2 | E: 4 | F: -0.1 | G: 6 | H: -13

> COc1ccc(S(=O)(=O)N(C)C[C@@H]2OCCCC[C@@H](C)Oc3ccc(NC(=O)Nc4cccc5ccccc45)cc3C(=O)N([C@@H](C)CO)C[C@@H]2C)cc1
  A: -4 | B: 6 | C: -5 | D: 8 | E: 1 | F: 8.9 | G: -2[16.7 µM] | H: 8

> C[C@H]1CN([C@@H](C)CO)C(=O)c2ccccc2-c2ccccc2CO[C@H]1CN(C)Cc1ccccc1
  A: -5 | B: 3 | C: -2 | D: -1 | E: 48 | F: 0.0 | G: · | H: 24

> CC(C)CNC(=O)C1(C)CCCN1C(=O)c1cccnc1Oc1ccccc1 (configuration not stated)
  A: 2 | B: 2 | C: 0 | D: -2 | E: 0 | F: 0.7 | G: -8 | H: -3

> O=C(CN(C(=O)CCC(=O)Nc1ccccn1)c1ccc2c(c1)OCCO2)NCCc1ccccc1
  A: -1 | B: 3 | C: · | D: 1 | E: 0 | F: · | G: 1 | H: ·

> OCCCNc1ncnc2c1cnn2-c1ccc(Cl)cc1
  A: -4 | B: -2 | C: -1 | D: 1 | E: -11 | F: · | G: -3 | H: 7

> Cc1cccc(Cn2c(N3CCCCC3C)nc3c2c(=O)[nH]c(=O)n3C)c1 (configuration not stated)
  A: 11 | B: 3 | C: 0 | D: -3 | E: 0 | F: 0.2 | G: 6 | H: -7

> Cc1cnc(C(=O)OCc2csc(CC(=O)Nc3ccccc3C)n2)cn1
  A: 1 | B: -3 | C: 1 | D: · | E: -1 | F: -0.8 | G: · | H: -30

> COCCNC(=O)c1cc2c(-c3ccc(Cl)cc3)nn(C)c2s1
  A: 25 | B: 1 | C: · | D: -15 | E: -1 | F: · | G: 15 | H: -18

> C[C@H](O)C#Cc1ccc2c(c1)O[C@H](CN(C)Cc1ccc(-c3ccccc3)cc1)[C@H](C)CN([C@@H](C)CO)S2(=O)=O
  A: 2 | B: -5 | C: 0 | D: -15 | E: 21 | F: -0.2 | G: -17[16.7 µM] | H: 0

# Continued:
# Letter code: A = RAD54 inh; B = PglD DTNB; C = ERAP1 HTS inh; D = PGC1a acetyl inh; E = Cneo AK release; F = E-sel inducer; G = miR122 inh; H = RAD52 anneal inh
> Cc1onc(-c2ccccc2Cl)c1C(=O)Nc1ccc2c(c1)OCO2
  A: -10 | B: 4 | C: · | D: 0 | E: 0 | F: · | G: 4 | H: ·

> COc1cccc(N=Cc2c(O)c3ccccc3oc2=O)c1
  A: -81 | B: 4 | C: -1 | D: 0 | E: 0 | F: · | G: 3 | H: -31

> Cc1cc(NC(=O)Nc2cccc(C)c2C)no1
  A: · | B: · | C: 2 | D: -1 | E: · | F: · | G: 14 | H: -6

> Nc1ccc(-c2nc3ncccc3o2)c(Cl)c1
  A: 1 | B: 1 | C: 1 | D: · | E: -14 | F: · | G: · | H: -33

> O=C(NC(=S)Nc1cccc([N+](=O)[O-])c1)C1CCCC1
  A: -2 | B: -4 | C: -2 | D: -1 | E: 10 | F: 0.6 | G: 4 | H: -4

> CSCCC(NS(=O)(=O)c1c(Cl)cccc1Cl)C(=O)O (configuration not stated)
  A: -3 | B: 1 | C: 5 | D: · | E: -1 | F: 4.8 | G: -4 | H: -24

> O=C(Nc1cccc(S(=O)(=O)N2CCOCC2)c1)C1CC(=O)N(c2ccc3c(c2)OCCO3)C1 (configuration not stated)
  A: -5 | B: -2 | C: 3 | D: -3 | E: 1 | F: · | G: 0 | H: -27

> COCCn1c(N)c(N(Cc2ccccc2)C(=O)C2CCCC2)c(=O)[nH]c1=O
  A: -11 | B: -1 | C: 8 | D: -2 | E: 4 | F: · | G: -6 | H: 5

> Cc1c(C(=O)NCc2cccnc2)oc2ccc(S(=O)(=O)N3CCCCC3)cc12
  A: 0 | B: 0 | C: · | D: -6 | E: -4 | F: · | G: 1 | H: ·

> CNC(=O)C1=C[C@H](c2ccc(C(=O)OC)cc2)C[C@H](OCc2ccc(CO)cc2)O1
  A: 4 | B: -1 | C: -2 | D: · | E: 0 | F: · | G: · | H: 20

> Clc1cccc(NCc2nnc3n2CCCCC3)c1
  A: · | B: · | C: -1 | D: 6 | E: · | F: · | G: 11 | H: -8

> COc1ccc(S(N)(=O)=O)cc1C(=O)OCCCOc1ccc(F)cc1
  A: 6 | B: -3 | C: 4 | D: · | E: 3 | F: 0.0 | G: · | H: -13

> CCOc1cc(S(=O)(=O)NCc2ccc(OC)cc2)c(OCC)cc1-n1cnnn1
  A: 1 | B: 0 | C: · | D: -34 | E: -1 | F: · | G: 22 | H: ·

> Cn1ccc2c(N3CCCCCC3)cc3c(c21)C1CCC3O1 (configuration not stated)
  A: 6 | B: 6 | C: 10 | D: -14 | E: 1 | F: -0.1 | G: 6 | H: 47

> C[C@@H]1CN([C@@H](C)CO)C(=O)c2cccc(NC(=O)c3ccc(-c4nccs4)cc3)c2O[C@H]1CN(C)Cc1ccncc1
  A: -17 | B: 9 | C: -1 | D: 4 | E: -1 | F: 2.8 | G: -6[16.7 µM] | H: -3

# Ordered by value in PglD DTNB (descending): some entries from above
SMILES	PglD DTNB
Cn1ccc2c(N3CCCCCC3)cc3c(c21)C1CCC3O1 (configuration not stated)	6
COc1cccc(N=Cc2c(O)c3ccccc3oc2=O)c1	4
Nc1ccc(-c2nc3ncccc3o2)c(Cl)c1	1
CNC(=O)C1=C[C@H](c2ccc(C(=O)OC)cc2)C[C@H](OCc2ccc(CO)cc2)O1	-1
O=C(Nc1cccc(S(=O)(=O)N2CCOCC2)c1)C1CC(=O)N(c2ccc3c(c2)OCCO3)C1 (configuration not stated)	-2
O=C(NC(=S)Nc1cccc([N+](=O)[O-])c1)C1CCCC1	-4

# Later entries:
# Letter code: A = RAD54 inh; B = PglD DTNB; C = ERAP1 HTS inh; D = PGC1a acetyl inh; E = Cneo AK release; F = E-sel inducer; G = miR122 inh; H = RAD52 anneal inh
> C[C@@H]1CCCCO[C@@H](CN(C)CC2CCCCC2)[C@@H](C)CN([C@@H](C)CO)C(=O)c2cc(NC(=O)Nc3ccc(C(F)(F)F)cc3)ccc2O1
  A: -13 | B: 3 | C: 0 | D: 8 | E: 6 | F: · | G: -26[16.7 µM] | H: -23

> OC[C@@H]1[C@@H](c2ccc(Br)cc2)[C@H]2CN(Cc3cncnc3)CCCCN12
  A: 8 | B: -2 | C: -1 | D: 4 | E: 0 | F: 0.1 | G: -1[16.7 µM] | H: -10

> CC(C)CC#Cc1ccc2c(c1)O[C@H](CN(C)Cc1ccc3c(c1)OCO3)[C@H](C)CN([C@@H](C)CO)S2(=O)=O
  A: 10 | B: 1 | C: 0 | D: -11 | E: 45 | F: · | G: 32[16.7 µM] | H: 10

> Cc1cnc(C(=O)Nc2ccccc2-n2cccc2)cn1
  A: 7 | B: 5 | C: · | D: -16 | E: -2 | F: · | G: 18 | H: ·

> COc1ccc(-c2nc3ccccc3c(=O)n2CCOc2cc(C)ccc2C)cc1
  A: -4 | B: 9 | C: -3 | D: -7 | E: 0 | F: -0.1 | G: 11 | H: -10

> Cc1occc1-c1nnc(SCC(=O)c2ccc3c(c2)OCCO3)n1CC1CCCO1 (configuration not stated)
  A: -15 | B: 2 | C: -2 | D: -1 | E: 9 | F: 4.5 | G: 2 | H: -106

> CC(=O)c1ccc(NC(=O)CN2CCN(CC(=O)Nc3ccc(C(C)=O)cc3)CC2)cc1
  A: -5 | B: -2 | C: -3 | D: 3 | E: 0 | F: 0.4 | G: · | H: -9

> NC(=O)C1C(=O)c2ccccc2C1(C[N+](=O)[O-])c1ccccc1 (configuration not stated)
  A: -25 | B: 9 | C: 2 | D: 0 | E: -1 | F: · | G: -4 | H: -13

> COc1ccc(C#Cc2ccc([C@H]3[C@H](CO)N4C(=O)CN(C(C)=O)C[C@@H]34)cc2)cc1
  A: · | B: · | C: 2 | D: -14 | E: · | F: -0.4 | G: · | H: -19

> CCc1cccc(CC)c1NC(=O)C(CC)Sc1nc2ccncc2[nH]1 (configuration not stated)
  A: -6 | B: · | C: 4 | D: -9 | E: -3 | F: -1.3 | G: -6 | H: -11

> Cc1ccccc1-n1nnnc1SCc1csc(-c2ccccc2)n1
  A: -6 | B: 0 | C: · | D: -3 | E: -2 | F: 3.7 | G: -2 | H: ·

> Cc1ccc(C)c(NC(=O)C[n+]2ccccc2)c1
  A: -6 | B: -5 | C: -2 | D: 17 | E: 7 | F: · | G: 4 | H: -9

> Cc1sc2nc(CSCC(=O)Nc3c(F)cccc3F)[nH]c(=O)c2c1C
  A: 9 | B: -4 | C: 0 | D: 5 | E: 3 | F: 1.0 | G: 4 | H: -91

> CCOC(=O)Cn1c(=O)oc2cc(S(=O)(=O)N3CCN(C(=O)OCC)CC3)ccc21
  A: -11 | B: 0 | C: -3 | D: 0 | E: 0 | F: · | G: 5 | H: -9

> COc1ccccc1OCCNc1nc2c(c(=O)n(C)c(=O)n2C)n1C
  A: -14 | B: 5 | C: · | D: -13 | E: -1 | F: · | G: 2 | H: ·

> COc1ccccc1N1C(=O)C2C3C=CC(CC3)C2C1=O (configuration not stated)
  A: -5 | B: 4 | C: 2 | D: -2 | E: -4 | F: · | G: 1 | H: 2

> O=C(CSc1nnc2scc(-c3ccccc3)n12)N1CCCc2ccccc21
  A: 5 | B: 7 | C: -2 | D: -7 | E: 0 | F: · | G: -5 | H: -17

> Cc1ccc(C)c(N(CC(=O)N2CCc3ccccc3C2)S(C)(=O)=O)c1
  A: -1 | B: -1 | C: · | D: · | E: 0 | F: · | G: 1 | H: -9

# Part of the list above, bar-delimited:
canonical_smiles | RAD54 inh | PglD DTNB | ERAP1 HTS inh | PGC1a acetyl inh | Cneo AK release | E-sel inducer | miR122 inh | RAD52 anneal inh
CC(=O)c1ccc(NC(=O)CN2CCN(CC(=O)Nc3ccc(C(C)=O)cc3)CC2)cc1 | -5 | -2 | -3 | 3 | 0 | 0.4 | · | -9
COc1ccccc1N1C(=O)C2C3C=CC(CC3)C2C1=O (configuration not stated) | -5 | 4 | 2 | -2 | -4 | · | 1 | 2

# From PubChem
